Screens from PubChem BioAssay.
Myeloid diff MLP = induction of myeloid progenitor differentiation, primary screen, cell-based, flow cytometry, MLPCN library. calls only at 10 µM. ER-HoxA9 myeloid progenitors, lysozyme-GFP differentiation. AID 624256, 2012. hit rate 1% among 360,000;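 active = normalized GFP-positive differentiation at or above the plate's own cutoff, the solvent-only control mean plus 3 SD; inconclusive = no clear call, values can overlap the other calls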;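 also: cells exposed to compound for four days before flow analysis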
T cell HTS = modulators of CD8 T cell-vesicle binding, primary screen, mouse 2C CD8+ T cells, flow cytometry | 2C CD8+ T cell-vesicle binding; hits give low values | calls only at 7 µM | hit rate 0.068% among 330,000 | AID 2052, 2009;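 active = response, share of CD8 T cells binding vesicles, and their 90th percentile fluorescence all below set limits, cut at about 80% in these data, passing the limit was not always enough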
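Assay system: 2C TCR transgenic mouse naive CD8+ T cells, MACS-purified | Read-out: CD8+ gate FL2 mean fluorescence as % of same-row positive control | Signal: High-throughput flow cytometry with anti-B7-1 and anti-CD8 staining | Timing: Binding step 1.5 h, 37 °C, antibody labelling 20 min, ice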
Lipid droplet = inhibitors of hepatocyte lipid droplet formation, primary screen, imaging, high-throughput imaging, BODIPY stain. inhibition, % at 6.5 µM. AML12 mouse hepatocytes, oleate lipid droplets. hit rate 0.4% among 240,000. AID 1656, 2009;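 active = lipid droplet intensity inhibited by at least 50%, with more than 500 cells counted; inconclusive = wells with under 300 cells, treated as cytotoxic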
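Material – AML12 mouse liver cells · Also added – oleate loading, 100 µM · Compound dosing – 6.5 µM single-point dosing · Times – overnight treatment with compound plus oleate · Measured by – fluorescence imaging, 20x objective, two fields per well · Read-out – percent inhibition of filter-corrected integrated lipid droplet intensity per well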
Lipid droplet cells 6.5 µM = also measured in Lipid droplet; calls as there; cell count; measured here: cell count, cytotoxicity flag;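 cells counted across two imaged fields per well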
T cell HTS vesicle-bound % = also measured in T cell HTS; calls as there; double positive events, %; measured here: CD8+ vesicle-bound cell fraction;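 binding gate set so that unloaded-vesicle control wells show 10% double positive cells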
Myeloid diff MLP GFP+ MAC1+ % = further read-out of Myeloid diff MLP, marked with its call; GFP+ MAC1+ double positive, %; measured here: differentiation confirmed by MAC1 staining
The depositor's hits bear a star; i = inactive; ? = inconclusive; . = not tested or not shown; + = active, no number. Only part of the results is shown; rates above refer to the full screens.

SMILES	Myeloid diff MLP	Myeloid diff MLP GFP+ MAC1+ %	T cell HTS	T cell HTS vesicle-bound %	Lipid droplet	Lipid droplet cells 6.5 µM
CC1CCCC(C)N1CCCNC(=O)Cn1ncc2c([nH]c3ccccc32)c1=O (centres undefined)	i	1.0	i	16	3	776
CCOc1ccc(S(=O)(=O)N2CCCC(C(=O)NCc3cccnc3)C2)cc1 (centres undefined)	i	0.7	i	52	-8	836
O=C(COc1cccc2ccccc12)Nc1cc(Cl)ccc1C(=O)O	i	0.4	i	62	0	675
CCc1cc(S(=O)(=O)N2CCN(C(=O)c3ccco3)CC2)ccc1OC	i	1.2	i	57	4	824
CSc1ccc(CCNC(=O)c2cc(-c3ccccc3)c(N3CCOCC3)s2)cc1	i	3.6	i	6	44	732
Cc1cc(C)c(NC(=O)CN(C)S(=O)(=O)c2ccc3c(c2)n(C)c(=O)c(=O)n3C)c(C)c1	i	0.2	i	18	-7	766
Cc1ccc(Cn2c(=S)[nH]c3ccccc3c2=O)cc1	i	0.3	i	30	3	819
COc1cc(C(=O)Nc2ccccc2C(=O)NCc2cccnc2)cc(OC)c1OC	?	.	i	20	-2	797
CCc1ccccc1NC(=S)N1CCCCCC1	i	2.6	i	24	-3	731
CC(SCc1ccc(C(=O)O)o1)c1ccc(C(=O)O)o1 (centres undefined)	i	0.6	i	35	13	412
COCCNC(=O)c1cccc(OC2CCN(Cc3cccc(C(C)=O)c3)CC2)c1	i	0.3	i	68	-16	764
CC(NC(=O)c1ccccc1OC(F)F)c1ccc(-n2ccnc2)cc1 (centres undefined)	i	0.8	i	64	0	716
COc1ccccc1N1CCN(C(=O)c2cc3cc(C)ccc3[nH]2)CC1	i	0.5	i	18	-6	809
Cc1nnc(SCC(=O)Nc2cccc(Cl)c2)n1CC1CCCO1 (centres undefined)	i	2.3	i	26	-9	806
COc1ccc(CN(C)C(=O)c2ccc3c(=O)n4c(nc3c2)CCC4)cc1	i	1.1	i	46	-2	783
CC(=O)Nc1ccc(NC(=O)c2cc([N+](=O)[O-])cc([N+](=O)[O-])c2)cc1	i	0.3	i	62	-2	829
Cc1cccc(/C(N)=N/OC(=O)c2ccncc2)c1	i	0.6	i	63	0	714
O=C(CCc1ccccc1)NNC(=S)NCCc1ccccc1	i	0.7	i	52	16	661
CCc1ccc(NC(=O)Nc2ccon2)cc1	i	0.7	i	19	7	898
COc1ccc(OC)c(S(=O)(=O)N2CCCC2C(=O)NC(C)c2ccccc2)c1 (centres undefined)	i	1.1	i	36	-9	790
CC(C)c1ccccc1NC(=O)c1ccc2ncsc2c1	i	1.4	i	21	-2	793
O=C(Nc1cccc(-c2cscn2)c1)C1CCN(Cc2ccsc2)CC1	i	5.6	i	72	-1	801
O=C(CCN1CCCO1)N1CCCC(N2CCN(c3ccccc3F)CC2)C1 (centres undefined)	i	11	i	2	2	759
CNC(=S)N/N=C/c1cc(Br)c(OCc2ccncc2)c(OC)c1	i	0.4	i	6	-1	781
Cc1cc(S(=O)(=O)N2CCC3(CC2)OCCO3)c(C)cc1Cl	i	1.3	i	25	-7	547
COc1cccc(CNC(=O)Cc2ccc(NC(=O)C3=C(C)OCCS3)cc2)c1	i	3.3	i	10	-1	694
CC(OC(=O)c1cccc(S(=O)(=O)N2CCCC2)c1)C(=O)c1ccccc1 (centres undefined)	i	0.6	i	20	-4	702
Cc1[nH]c(C)c(S(=O)(=O)N2CCN(c3cccc(Cl)c3)CC2)c1C(=O)N1CCCCC1	i	0.8	i	10	-25	660
O=C(NCc1ccccc1OC(F)(F)F)C1CCC(=O)N(C2CC2)C1 (centres undefined)	i	0.9	i	10	-5	680
O=C(NC1CCCCC1)C(c1ccc(F)cc1)N(C(=O)c1csnn1)C1CCCC1 (centres undefined)	i	1.8	i	24	-18	818

Five entries picked at random from those above:
SMILES	Myeloid diff MLP	Myeloid diff MLP GFP+ MAC1+ %	T cell HTS	T cell HTS vesicle-bound %	Lipid droplet	Lipid droplet cells 6.5 µM
CNC(=S)N/N=C/c1cc(Br)c(OCc2ccncc2)c(OC)c1	i	0.4	i	6	-1	781
CSc1ccc(CCNC(=O)c2cc(-c3ccccc3)c(N3CCOCC3)s2)cc1	i	3.6	i	6	44	732
Cc1cccc(/C(N)=N/OC(=O)c2ccncc2)c1	i	0.6	i	63	0	714
CC(=O)Nc1ccc(NC(=O)c2cc([N+](=O)[O-])cc([N+](=O)[O-])c2)cc1	i	0.3	i	62	-2	829
CCc1ccccc1NC(=S)N1CCCCCC1	i	2.6	i	24	-3	731

(more compounds)
SMILES	Myeloid diff MLP	Myeloid diff MLP GFP+ MAC1+ %	T cell HTS	T cell HTS vesicle-bound %	Lipid droplet	Lipid droplet cells 6.5 µM
Cc1ccc(C(=O)Nc2ccc(Nc3ccccc3)cc2)c(Cl)c1	i	0.3	i	53	-10	744
O=C(Nc1ccc(Cl)c(Cl)c1)Nn1cnnc1	i	0.5	i	43	10	884
CCn1cc(C(=O)NC2CC(C)(C)Cc3c2cnn3-c2cccc(F)c2)cn1 (centres undefined)	i	0.6	i	10	-37	623
C=CCC1NS(=O)(=O)O[C@H](CCCC)[C@@H]1O (some centres undefined)	i	1.1	i	30	-1	803
Cc1cc([N+](=O)[O-])nn1CC(=O)NC(C)c1ccccc1 (centres undefined)	i	0.7	i	66	0	774
N#Cc1ccc(OC(=O)c2cnccn2)cc1	i	0.0	i	9	1	829
CCN(CCN1CCCC1)C(=O)C1CCC(=O)N(CCCN2CCOCC2)C1 (centres undefined)	i	1.0	i	66	0	826
CCNc1nc(NCC)nc(N(C)/N=C/c2ccco2)n1	i	0.3	i	22	38	695
C/C(=N\NC(=O)c1cccnc1)c1ccccc1	i	0.1	i	52	-3	848
O=C(c1ccccc1F)N1CCCc2ccccc21	+	1.1*	i	44	0	871
O=C(NCCc1ccccc1)C(=O)NCC1OCCN1S(=O)(=O)c1ccc2c(c1)OCCO2 (centres undefined)	i	1.0	i	13	-1	720
COCCCNC(=O)c1ccccc1N(Cc1ccccc1)S(=O)(=O)c1ccc(OC)cc1	i	0.5	i	61	-9	826
O=C(c1cccc(Cl)c1)N(Cc1ccco1)C1CCS(=O)(=O)C1 (centres undefined)	i	2.7	i	20	-4	779
CC1CN(c2ccc([N+](=O)[O-])c(NCCOc3ccccc3)c2)CC(C)N1 (centres undefined)	i	0.4	i	51	-11	803
O=C(CCN1C(=O)/C(=C/c2ccccc2Cl)SC1=S)Nc1cccnc1	i	3.0	i	45	-2	775
O=C(CCS(=O)(=O)c1ccc(Br)cc1)NCCC1=CCCCC1	i	3.6	i	41	-2	710
CCc1ccc(/C(C)=N/NC(=O)CNC(=O)/C=C/c2ccccc2OC)cc1	i	2.6	i	34	26	777
O=C(NCc1ccc(F)cc1)C(c1ccccc1)c1ccccc1	i	0.3	i	23	-16	778
Cc1c(C)c2c(OCC(=O)Nc3ccc(CCO)cc3)cc3c(c2oc1=O)CCC(C)(C)O3	i	2.7	i	23	-2	820
CCOc1ccc(NC(=O)C2CCCN(c3cnccn3)C2)cc1 (centres undefined)	i	1.1	i	3	-16	726
O=C(CCc1nnc2n(Cc3ccccc3)c(=O)c3ccccc3n12)NCCCN1CCCCC1	i	0.0	i	66	-4	769
O=[N+]([O-])c1ccc(COc2cccc3cccnc23)cc1	i	0.5	i	19	-2	812
COCCn1c(SCc2ccc(F)cc2)nc2c1c(=O)[nH]c(=O)n2C	i	0.6	i	29	4	844
COc1cc(CN2CCCCCC2)c([N+](=O)[O-])cc1OC	i	0.3	i	36	1	818
COc1cc(NC(=O)C2CCCN(c3ncnc4c3nc3n4CCCCC3)C2)cc(OC)c1OC (centres undefined)	i	3.3	i	22	-10	439
COc1ccc2nc(C)cc(Nc3ccc(N4CCN(C)CC4)cc3)c2c1	i	0.6	i	28	0	422
O=C(c1cc(-c2ccccc2)n[nH]1)N1CCN(S(=O)(=O)c2ccccc2)CC1	i	2.1	i	16	2	844
NC(=O)COc1ccc(/C=N\NC(=O)CC(=O)NCCc2ccccc2)cc1	i	0.3	i	24	-8	824
O=C(CCN1CCOCC1)Nc1cc(C(=O)Nc2ccccc2F)ccc1N1CC2CC(C1)c1cccc(=O)n1C2 (centres undefined)	i	1.5	i	14	2	756
COc1ccc(C(=O)C2CCCN(C(=O)C3CCOCC3)C2)cc1OC (centres undefined)	?	.	i	12	0	730

A second format for 4 compounds above:
Each structure is followed by: Myeloid diff MLP	Myeloid diff MLP GFP+ MAC1+ %	T cell HTS	T cell HTS vesicle-bound %	Lipid droplet	Lipid droplet cells 6.5 µM
CCOc1ccc(NC(=O)C2CCCN(c3cnccn3)C2)cc1 (centres undefined)
 : i	1.1	i	3	-16	726
O=C(CCc1nnc2n(Cc3ccccc3)c(=O)c3ccccc3n12)NCCCN1CCCCC1
 : i	0.0	i	66	-4	769
O=[N+]([O-])c1ccc(COc2cccc3cccnc23)cc1
 : i	0.5	i	19	-2	812
COCCn1c(SCc2ccc(F)cc2)nc2c1c(=O)[nH]c(=O)n2C
 : i	0.6	i	29	4	844

Next section.
SMILES	Myeloid diff MLP	Myeloid diff MLP GFP+ MAC1+ %	T cell HTS	T cell HTS vesicle-bound %	Lipid droplet	Lipid droplet cells 6.5 µM
Cc1nonc1CN(C)C(=O)c1cc(COc2ccc(F)cc2Cl)on1	?	.	i	10	-2	661
CN(C(=O)CCc1ccccc1F)C1CCCN(Cc2ccccc2F)C1 (centres undefined)	i	0.4	i	28	-21	777
CC(=O)Nc1ccc(S(=O)(=O)NNC(=S)NCc2ccco2)cc1	+	7.1*	i	69	-1	713
CC1CCc2c(sc(NC(=O)c3cccs3)c2C(=O)O)C1 (centres undefined)	i	0.1	i	32	-1	791
CC(C)Oc1ccc(C2NC(=O)c3ccccc3O2)cc1 (centres undefined)	i	0.8	i	60	18	816
CC(=O)Nc1ccc(N=NC2C(=O)N(C(N)=S)N=C2C)cc1 (centres undefined)	i	0.6	i	56	12	826
CCN(CC)CCCN(C(=O)c1cccc(C)c1)c1nc(-c2ccc(OC)cc2)cs1	i	0.6	i	49	-29	727
CCOC(CNc1cc(C)nc2c(-c3ccccc3OC)c(C)nn12)OCC	i	0.4	i	64	12	414
Cc1ccc(S(=O)(=O)c2nc(-c3ccccc3Cl)oc2NCCCN2CCOCC2)cc1	i	1.0	i	41	-28	690
O=C(c1ccc(CS(=O)(=O)c2ccccc2)o1)N1CCN(c2ccccc2)CC1	i	5.9	i	16	-11	761
Cc1cc(Cl)c2oc(C(=O)N(C)C3CCOC3)c(C)c2c1 (centres undefined)	i	4.6	i	13	8	721
COc1ccc(N2CCN(S(=O)(=O)c3ccc(-c4cnc(C5CC5)o4)cc3)CC2)cc1	i	1.8	i	22	2	686
C=CCn1c(=O)c2c(nc3n2CCCN3CCc2ccc(OC)c(OC)c2)n(C)c1=O	i	0.7	i	43	-10	820
COc1cccc2[nH]c(C(=O)NCCc3ccccc3)cc12	i	0.5	i	38	-19	799
COc1cccc(CN2CCNC(=O)C2CC(=O)N(C)C2CCOCC2)c1 (centres undefined)	i	4.9	i	10	35	699
O=C(Nc1ccc(F)cc1F)c1ccc2c(c1)OCCO2	i	1.6	i	46	-26	823
Cc1ccc(S(=O)(=O)NC(=O)Nc2c(C)cccc2C)cc1	i	0.6	i	24	-1	857
CC(C)Oc1ccc(CN2CCCC(CO)(Cc3ccccc3)C2)cc1CO (centres undefined)	i	0.2	i	57	-23	791
Cc1cccc(-c2nc(CN3CCN(Cc4cccc(F)c4)CC3)c(C)o2)c1	i	0.5	i	6	-10	790
CC(=O)c1sc(NC(C)c2ccccc2)nc1C (centres undefined)	i	0.3	i	25	4	733
Nc1ccccc1Nc1c(F)c(F)nc(F)c1Cl	i	1.1	i	57	-8	889
